High-throughput results (PubChem)
BRCA1 expr act – increases BRCA1 expression. MCF7-BRCA1-FFLuc reporter, luminescence, 48 h; response scale: scaled: vehicle 0%, 10 µM genistein 100%. Potency, µM (titrated, usually from 46.1 µM), without a hit: top-dose activation, usual class: activators. 380,000 tested, 1.1% active. AID 624202; note: potency is the fitted concentration of half-maximal effect; nearly all actives have a fitted effect of over 80% in size; some results filed as inactive show a strong effect at the top dose
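Compounds are tested at multiple concentrations on MCF7 BRCA1-luciferase reporter cells seeded at 2000 per well; after 48 h, a single luminescence end-point is taken and curves fitted to the normalized data.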
B2AR arrestin – beta2AR (human) beta-arrestin recruitment activity; P07550; beta-arrestin recruitment to beta2AR, cell-based reporter; Potency, µM (series often up to 46.1 µM), without a hit: at the highest dose activation, usual class: activators; 330,000 tested, 0.02% active;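 note: potency is the fitted concentration of half-maximal effect; 0% = DMSO controls and full agonism = EC100 isoproterenol or metaproterenol; nearly all actives have a fitted effect of over 65% in size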
ELG1 DNA repair – ELG1-dependent DNA repair inhibition; HEK293T ELG1-luciferase reporter, luminescence, 16 h; DNA damage induced by 5-fluorouridine; Potency, µM (top dose mostly 46.1 µM), for the others: top-dose activity change, negative = inhibition, usual class: inhibitors; 330,000 tested, 2.3% active; note: potency is the fitted concentration of half-maximal effect; % is set by controls: 0 for no effect and ±100 for the full control effect; nearly all actives have a fitted effect of over 55% in size
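HEK293T cells expressing luciferase-tagged ELG1 (2,000/well) received 5-Fluorouridine plus compound or DMSO for 16 hr at 37 °C. Luciferase was read by ONE-Glo luminescence after 30 min at room temperature.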
TRPV1 agonist – human TRPV1 agonism; Q8NER1; TRPV1-expressing cells, Fluo-8 calcium influx, agonist mode; activation, % at 8.33 µM; 320,000 tested, 0.19% active; AID 540275; in the data active = activation above about 80%; inconclusive = between about 30% and that limit; note: 0% is about no effect
Target sequence (Q8NER1 whole entry, looked up): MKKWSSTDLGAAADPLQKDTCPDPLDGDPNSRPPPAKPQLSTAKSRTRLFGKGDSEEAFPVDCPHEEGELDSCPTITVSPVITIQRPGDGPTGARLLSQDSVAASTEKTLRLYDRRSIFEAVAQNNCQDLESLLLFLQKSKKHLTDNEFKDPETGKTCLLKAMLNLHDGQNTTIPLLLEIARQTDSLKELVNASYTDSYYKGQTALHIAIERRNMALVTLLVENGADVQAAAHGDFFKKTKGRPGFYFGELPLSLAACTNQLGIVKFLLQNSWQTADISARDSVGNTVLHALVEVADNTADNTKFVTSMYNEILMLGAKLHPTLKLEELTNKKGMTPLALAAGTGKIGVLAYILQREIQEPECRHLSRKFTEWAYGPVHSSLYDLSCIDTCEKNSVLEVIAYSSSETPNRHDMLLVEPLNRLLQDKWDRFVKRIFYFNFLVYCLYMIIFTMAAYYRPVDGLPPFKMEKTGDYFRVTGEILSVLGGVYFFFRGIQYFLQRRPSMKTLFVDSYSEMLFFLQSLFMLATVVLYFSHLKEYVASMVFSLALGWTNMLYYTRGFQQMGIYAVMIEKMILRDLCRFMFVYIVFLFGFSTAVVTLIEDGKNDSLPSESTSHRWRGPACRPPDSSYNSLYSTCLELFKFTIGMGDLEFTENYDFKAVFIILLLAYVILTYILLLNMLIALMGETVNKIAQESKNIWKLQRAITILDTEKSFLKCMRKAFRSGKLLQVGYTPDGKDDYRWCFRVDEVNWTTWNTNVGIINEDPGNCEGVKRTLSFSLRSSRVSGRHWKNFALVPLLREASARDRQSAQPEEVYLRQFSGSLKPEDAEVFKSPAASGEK
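TRPV1-expressing cells were cultured overnight at 35.5C and loaded with Fluo-8 calcium dye for 40 to 90 min at room temperature. After a 10 s baseline, compound was added and calcium influx was read kinetically for 3 min (ex 480/em 520 nm).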
p53 reactivator – mutant p53 re-activation in reporter cells | H1299 p53-A138V BP100-luciferase reporter, luminescence, 24 h | Potency, µM (doses to about 92.2 µM), inactives show at the top dose activity change, positive = activation, usual class: activators | 320,000 tested, 0.063% active | AID 504706; note: potency is the fitted concentration of half-maximal effect; % of control where 0% means no effect; nearly all actives have a fitted effect of over 45% in size
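p53-null H1299 cells stably carrying temperature-sensitive p53-A138V and a BP100-luciferase reporter were pinned with compounds (4-point, 1:5 series) and held 24 hrs at 37 deg C. Luminescence was read 10 min after detection reagent.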
MLL CXXC-DNA inh – MLL CXXC-DNA interaction inhibition. Q03164. Potency, µM (doses to about 115 µM), without a hit: top-dose activity change, negative = inhibition, usual class: inhibitors. MLL-CXXC / FITC-HOXA9 DNA fluorescence polarization. 290,000 tested, 0.037% active; active = well fitted inhibition curve with a large enough effect in the polarisation, with a control signal flat, not every such curve was filed as active; inconclusive = small, poorly fitted or top-dose-only effect, or effect the other way, or a change in a side signal; inactive = no such curve, though single readings can be large or run the other way; the % refers to the polarisation; note: potency is the fitted concentration of half-maximal effect
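Fluorescence polarization: 7 uM MLL-CXXC (stock) preincubated 5 min with compounds, then 50 nM fluorescein-HOX-A9 DNA (stock) added; 30 min ambient. Buffer 50 mM Tris-HCl pH 7.5, 50 mM NaCl, 1 mM DTT, 0.05% BSA.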
a7 integrin act – activators of alpha7 integrin expression for muscular dystrophy. 350,000 tested, 0.064% active. alpha7betagal myoblasts, beta-gal FDG fluorescence, 48 h. Potency, µM (doses to about 38.3 µM), inactives show top-dose activation, usual class: activators. AID 624291;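 note: potency is the fitted concentration of half-maximal effect; 100% = response of the positive control SU9516; nearly all actives have a fitted effect of over 60% in size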
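alpha7betagal+/- myoblasts (passage 13, 250/well) treated 48 h at 37C with compounds at 1:260 dilution of DMSO stock. Lysed, then beta-galactosidase activity read as FDG fluorescence (ex 480/em 540) after 30 min, with pre-read for autofluorescence.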
TCR act – activators of T cell receptors; Potency, µM (top dose mostly 9.22 µM), inactives show at the highest dose activation of IL-2 secretion, usual class: activators; primary human leukocytes, anti-CD3, IL-2 HTRF, 48 h; AID 504894; 330,000 tested, under 10 active; note: % of control where 0% means no effect
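1) Mix primary human leukocytes, a-CD3 beads and compound. 2) Incubate 48 hr. 3) Add HTRF IL-2 reagents (a-IL-2-K, a-IL-2-d2).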
TSG101-PTAP inh – blocks PTAP/TSG101 interaction to inhibit HIV-1 budding; Q99816; Fluorescence polarization, FITC-PTAP peptide / Tsg101 binding; Potency, µM (top dose mostly 115 µM), inactives show at the top dose activity change, negative = inhibition, hits mostly inhibitors; 340,000 tested, under 10 active; AID 493005; active = well fitted inhibition curve with a large enough effect in the main read-out, with a control signal flat, not every such curve was filed as active; inconclusive = small, poorly fitted or top-dose-only effect, or effect the other way, or a change in a side signal; inactive = no such curve, though single readings can be large or run the other way; note: potency is the fitted concentration of half-maximal effect; % of control where 0% means no effect
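Fluorescence polarization binding of Tsg101 binding domain (10 uM final) to FITC-labeled PTAP peptide (50 nM final) in HEPES pH 7.5 buffer with NaCl, Tween 20, EDTA, TCEP. Compounds added before peptide; binding 20 min at RT.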
AT treatment – candidate therapy for ataxia-telangiectasia. […] A-T fibroblasts, KAP-1 phosphorylation AlphaLISA; neocarzinostatin DNA damage 30 min before lysis. Potency, µM (doses to about 57.5 µM), for the others: at the highest dose activation, actives largely listed as activators. 320,000 tested, 0.19% active. AID 485349; note: potency is the fitted concentration of half-maximal effect; % of control where 0% means no effect; nearly all actives have a fitted effect of over 45% in size
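ATM-like activity read as KAP-1 phosphorylation via AlphaLISA donor/acceptor antibody pairs after lysis and 6 hr at 25C. Cells were ATM-null patient fibroblasts ([…], hTERT), dosed 60 min, then exposed to the DSB inducer NCS for 30 min.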
* hit, by the source's call; ? = inconclusive; · = not tested or not shown; [ ] = dose if it differs, or a comment. Unless noted, calls come from the whole dose curve; as a rule, active = well fitted curve in the direction sought with a large enough effect; inconclusive = small, poorly fitted or top-dose-only effect, or another doubt; inactive = no such curve, though single readings can be large; an effect the other way counts as inactive or inconclusive.

SMILES	BRCA1 expr act	B2AR arrestin	ELG1 DNA repair	TRPV1 agonist	p53 reactivator	MLL CXXC-DNA inh	a7 integrin act	TCR act	TSG101-PTAP inh	AT treatment
Oc1ccc(Cl)cc1-c1cc(-c2ccco2)[nH]n1	-82%	-0.2%	?	19	14%	-16%	-43%	1%	-7%	-4%
CSC(=Nc1ccccc1)N=C(SCc1ccccc1)N(C)C	-96%	·	·	·	·	·	-54%[inhibitor]	3%	-3%	·
OCC1(Cc2cccc(C(F)(F)F)c2)CCN(Cc2cc(F)cc(F)c2)CC1	-65%	4.4%	-14%	29	-1%	-6%	-43%	3%	2%	0%
CSCC[C@H](NC(=O)CCNC(C)=O)c1nc2ccccc2[nH]1	-9%	0.1%	10%	1	2%	-1%	9%	-2%	0%	2%
CCOc1ccccc1CNC(=O)c1ccc2nc(N3CCOCC3)sc2c1	0%	-0.3%	?	6	·	-3%	4%	2%	-3%	1%
Cc1ccc(N2C(=O)c3ccccc3C2(O)c2ccccc2)cc1 (configuration not stated)	17%	·	·	·	·	·	-24%	-1%	1%	·
O=[N+]([O-])c1cccc(N=Nc2ccc(O)cc2O)c1	-61%	·	·	·	·	·	-39%	-4%	0%	·
COc1ccc(C2N(c3ccccn3)C(=O)C3CCCN32)c(OC)c1 (configuration not stated)	-10%	-0.9%	-1%	0	3%	0%	-4%	·	-4%	1%
CCO/C=C1/C(=O)N(CC)c2ccccc21	21%	-0.1%	-19%	-1	-5%	-6%	2%	-2%	-3%	1%
Cc1cc(C)nc(NS(=O)(=O)c2ccc(NC(=O)NC3CCCCC3)cc2)n1	-5%	-0.3%	-10%	1	10%	-12%	0%	-2%	-1%	15%
COc1cccc(C(C(=O)NC2CCCCC2)N(CCN2CCOCC2)C(=O)C2COc3ccccc3O2)c1 (configuration not stated)	1%	0.2%	-5%	4	1%	-3%	12%	-6%	-1%	2%[11.5 µM]
O=CN1CCN(C(=O)C(=O)c2cn(CC(=O)N3CCCCC3)c3ccccc23)CC1	-2%	-0.3%	13%	-7	0%	2%	-22%	3%	-1%	-3%
CC(C)(C)C(=O)NNc1nc(-c2ccccc2)c2cc(Br)ccc2n1	-16%	-0.4%	1%	11	-7%	4%	-28%	-2%[46.1 µM]	-9%	0%
CC(=O)N1CCN(C(=O)c2cccc(S(=O)(=O)N3CCOCC3)c2)CC1	6%	-1.5%	?	9	12%	·	9%	·	-3%	1%
CCc1ccc([C@@H]2CC=C(C(=O)O)[C@H](c3ccc(Br)cc3)N2S(=O)(=O)c2ccc(C)cc2)cc1	19%	0.4%	1%	·	6%	·	-13%	0%	-9%	-3%
Cc1nonc1C1CCCN1C(=O)c1cc(COc2cccc(C(F)(F)F)c2)on1 (configuration not stated)	-1%	0.1%	-1%	3	22%	12%	-20%	1%	0%	-4%
CCN(C(=O)Cn1c(=O)n2nc(CCn3nc(C)cc3C)nc2c2ccccc21)c1cccc(C)c1	1%	-0.1%	-11%	0	-1%	-2%	-34%	·	·	-4%
CCOC(=O)Nc1ccc(S(=O)(=O)Nc2onc(C)c2C)cc1	8%	·	·	·	·	·	20%	1%	-3%	·
CCCCn1c(N)c(N(CCOC)C(=O)CN(C)S(=O)(=O)c2ccc(C)cc2)c(=O)[nH]c1=O	-15%	0.2%	0%	4	-1%	·	18%	3%	-3%	10%
COc1ccc(N2CCN(C(=O)CN(c3ccc(OC)cc3)S(=O)(=O)c3ccccc3)CC2)cc1	-39%	-0.4%	-3%	-1	1%	0%	-12%	-2%	-8%	-4%
CN(C)c1ccc(NC(=O)c2cn(-c3ccccc3)nc2-c2cccs2)cc1	19%	0.6%	-19%	-12	3%	6%	10%	-1%	-6%	·
CCOc1cc(/C=N/NC(=O)Cn2nc([N+](=O)[O-])cc2C)ccc1OCc1ccc(F)cc1	14%	-0.2%	-2%	-2	0%	-3%	0%	-4%	-4%	-6%
COc1cc(C(C#N)N2N=C(c3ccccc3)CC2c2ccccc2)ccc1O (configuration not stated)	19%	0.5%	?	19	13%	19%	-24%	2%	-3%	-3%
CC(C)(C)c1ccc(OCCC(=O)OCC(=O)NCc2ccccc2)cc1	-7%	0.0%	-1%	?	6%	·	-8%	-2%	-6%	-2%
COCCn1nnnc1C(c1ccc2ncccc2c1)N1CCc2ccccc21 (configuration not stated)	26%	0.2%	-2%	1	-5%	-3%	13%	·	-15%	-3%

Pulled one by one from the entries so far:
SMILES	BRCA1 expr act	B2AR arrestin	ELG1 DNA repair	TRPV1 agonist	p53 reactivator	MLL CXXC-DNA inh	a7 integrin act	TCR act	TSG101-PTAP inh	AT treatment
CC(C)(C)c1ccc(OCCC(=O)OCC(=O)NCc2ccccc2)cc1	-7%	0.0%	-1%	?	6%	·	-8%	-2%	-6%	-2%
Oc1ccc(Cl)cc1-c1cc(-c2ccco2)[nH]n1	-82%	-0.2%	?	19	14%	-16%	-43%	1%	-7%	-4%
CSCC[C@H](NC(=O)CCNC(C)=O)c1nc2ccccc2[nH]1	-9%	0.1%	10%	1	2%	-1%	9%	-2%	0%	2%

(more compounds)
SMILES	BRCA1 expr act	B2AR arrestin	ELG1 DNA repair	TRPV1 agonist	p53 reactivator	MLL CXXC-DNA inh	a7 integrin act	TCR act	TSG101-PTAP inh	AT treatment
CCOc1ccc(CCNC(=O)COC(=O)/C=C/c2ccco2)cc1OCC	0%	-1.1%	19%	?	-4%	-5%	8%	-7%	-2%	-8%
Cc1nccn1CCCN1C(=O)OC2(CCCCC2)C1(C)O (configuration not stated)	0%	0.0%	9%	1	-8%	0%	7%	0%[46.1 µM]	-4%	0%
O=C(NC(=S)Nc1ccccc1[N+](=O)[O-])c1ccccc1	60%	-0.4%	?	19	?	6%	4%	5%	0%	4%
COc1ccccc1N(CC(=O)Nc1ccccc1C(=O)N1CCOCC1)S(C)(=O)=O	-28%	-0.3%	22%	-5	-1%	22%	-2%	1%	-1%	2%
O=C(Nc1ccccc1C(=O)O)c1cccc(N2C(=O)c3ccccc3C2=O)c1	17%	-0.3%	0%	-3	2%	10%	8%	-2%	-2%	0%
O=C(NCCN1CCOCC1)c1ccc(-c2ccccc2)cc1	1%	-0.1%	?	28	-10%	5%	-22%	·	·	-1%
c1ccc2occc2c1	26%	-1.2%	3%	·	-6%	·	8%	-1%	0%	-2%
NS(=O)(=O)c1ccc(CCNC(=O)c2ccc(-c3ccccc3)cc2)cc1	-1%	3.1%	-4%	-3	·	49%[activator]	7%	·	-3%	-3%
COc1ccc(C)cc1NC(=O)CN1C(=O)c2ccccc2S1(=O)=O	-7%	-0.2%	1%	5	0%	-10%	-4%	16%	-1%	0%
CCc1ccc(NC(=O)C/C(C)=N/NC(=O)COc2ccc(C)cc2Br)cc1	15%	0.1%	0%	2	-3%	-4%	0%	0%	-7%	-5%
COCCn1c(C)cc(C(=O)COc2ccc(C)nc2[N+](=O)[O-])c1C	-42%	-0.2%	27%	1	-11%	4%	-45%	0%	-4%	-2%
CCN(CC)CCN1C(=O)c2ccccc2NC1c1cc(OC)c(OC)c(OC)c1 (configuration not stated)	-4%	-1.1%	7%	2	-8%	2%	14%	·	-4%	5%
CCCc1ccc2oc(C(=O)N3CCC(COC)C3)c(C)c2c1 (configuration not stated)	?	-0.1%	?	-3	8%	-9%	7%	3%	-1%	4%
CCOC(=O)N1CCN(C(=O)Nc2cccc(Cl)c2)CC1	10%	-0.1%	0%	9	-3%	5%	0%	-3%	-3%	-1%
CCC(=O)Nc1c(C(=O)Nc2ccc3c(c2)OCCO3)oc2ccccc12	?	0.3%	?	10	21%	6%	-6%	·	0%	0%
CCCCCn1c(=O)[nH]c2c(c1=O)CCC2	23%	-0.1%	?	29	-2%	-6%	-4%	-1%	-8%	4%
CCOc1ccccc1Nc1nc(-c2sc(C)nc2C)cs1	44%	0.4%	?	13	-1%	1%	22%	-3%	-5%	3%[11.5 µM]
CC1CN(C(=O)COC(=O)c2cc(S(N)(=O)=O)c(Cl)cc2Cl)CC(C)O1 (configuration not stated)	-2%	0.2%	-4%	-3	-3%	-2%	-3%	-8%	3%	-2%
CCN(CC)S(=O)(=O)c1ccc2c(c1)N(CC(=O)N(CCc1ccncc1)C(C)C)C(=O)CO2	-4%	-0.6%	-6%	0	-4%	8%	-7%	3%	-2%	-3%
CN(C)c1ccc(/C=C2\SC(=O)N(CC(O)Cn3c4ccccc4c4ccccc43)C2=O)cc1 (configuration not stated)	-42%	-0.1%	6%	2	1%	?	-16%	1%[46.1 µM]	?	-4%
O=C(c1cnn2c1NC(c1ccco1)CC2C(F)(F)F)N1CCN(c2cccc(Cl)c2)CC1 (configuration not stated)	-82%	0.0%	10µM*	9	0%	-3%	-51%[inhibitor]	4%	-1%	-6%
COCCNC(=O)C1CC(c2ccccc2C(F)(F)F)=NO1 (configuration not stated)	-3%	0.0%	2%	0	1%	·	0%	0%	-4%	29%
COCc1nnc(NS(=O)(=O)c2ccc([N+](=O)[O-])cc2)s1	-1%	0.0%	-8%	2	3%	8%	-11%	-2%	-4%	2%
